Mtb UGM inh: inhibitors of M. tuberculosis UDP-galactopyranose mutase. purified UGM, fluorescence polarization probe displacement. P9WIQ1. hit rate 0.06% among 320,000. inhibition, % at 10 µM; in the data active means inhibition above about 10%, passing the limit was not always enough
Target sequence (P9WIQ1 whole entry, looked up): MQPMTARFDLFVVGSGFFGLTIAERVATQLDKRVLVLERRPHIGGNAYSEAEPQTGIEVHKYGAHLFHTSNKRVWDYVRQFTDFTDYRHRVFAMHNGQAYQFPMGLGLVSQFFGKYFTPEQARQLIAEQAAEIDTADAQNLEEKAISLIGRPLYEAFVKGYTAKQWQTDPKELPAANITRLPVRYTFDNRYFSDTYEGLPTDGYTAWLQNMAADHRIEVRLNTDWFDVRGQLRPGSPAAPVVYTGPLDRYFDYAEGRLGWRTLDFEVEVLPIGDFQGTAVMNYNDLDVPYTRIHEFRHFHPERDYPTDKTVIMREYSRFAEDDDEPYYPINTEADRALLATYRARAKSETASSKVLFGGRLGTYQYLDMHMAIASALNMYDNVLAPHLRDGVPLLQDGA
FadD28 binding: M. tuberculosis FadD28 bisubstrate binding inhibition; FadD28 bisubstrate probe binding, fluorescence polarization; inhibition, % at 12.5 µM; hit rate 0.22% among 360,000; in the data active means inhibition above about 8.5%, passing the limit was not always enough
BH1578 lux ind: induces V. cholerae light production without autoinducers; V. cholerae BH1578 lux reporter, luminescence, 6 h; hit rate 0.16% among 350,000; activation, % at 18.7 µM; in the data active means activation mostly above about 9.7%, no sharp cut-off; further: not every result past the cut was called active; inactives centre near 0; reference of the scale not given here
GDH-TPI counter: counter-screen for M. tuberculosis FBA inhibitors: GDH-TPI coupled enzymes. GDH-TPI coupled enzyme counterscreen, NADH absorbance. inhibition, % at 4.8 µM. hit rate 1.2% among 360,000. AID 588335; in the data active means inhibition above about 30%;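 further: 0% = DMSO wells and 100% = wells lacking the enzyme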
TcdB GH inh: inhibitors of Clostridioides difficile toxin B glycohydrolase; P18177; TcdB glycohydrolase enzymatic assay, plate reader; inhibition, % at 9.99 µM; hit rate 0.24% among 350,000; in the data active means inhibition above about 10%
PfHsp40 yeast: restores yeast growth despite PfHsp40 toxicity | S. cerevisiae expressing PfHsp40, growth rescue, ATP luminescence | growth rescue, % at 12.5 µM | hit rate 0.68% among 340,000 | AID 504582; in the data active means growth rescue above about 28%, passing the limit was not always enough;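 further: yeast W303a lacking pdr1 and pdr3 grown in galactose medium; growth measured after three days at 30 °C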
BioA inh: BioA (M. tuberculosis) enzyme inhibition. purified M. tuberculosis BioA enzyme, plate reader. inhibition, % at 9.99 µM. hit rate 0.096% among 360,000; in the data active means inhibition above about 40%
Yp Topo-I inh: Y. pestis Topo-I inhibition via cleavage products. Y. pestis Topo-I cleavage product accumulation, plate reader. activity, % at 10 µM. hit rate 0.064% among 360,000. AID 504884; in the data active means activity above about 50%, passing the limit was not always enough; further: inactives centre near 2
FBA Mtb inh: Mtb fructose-bisphosphate aldolase inhibition; purified M. tuberculosis FBA, fluorescence read-out; inhibition, % at 1 µM; hit rate 2.3% among 360,000; P9WQA3; in the data active means inhibition above about 27%;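 further: 0% = vehicle and 100% = reference inhibitor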
Target sequence (P9WQA3 whole entry, looked up): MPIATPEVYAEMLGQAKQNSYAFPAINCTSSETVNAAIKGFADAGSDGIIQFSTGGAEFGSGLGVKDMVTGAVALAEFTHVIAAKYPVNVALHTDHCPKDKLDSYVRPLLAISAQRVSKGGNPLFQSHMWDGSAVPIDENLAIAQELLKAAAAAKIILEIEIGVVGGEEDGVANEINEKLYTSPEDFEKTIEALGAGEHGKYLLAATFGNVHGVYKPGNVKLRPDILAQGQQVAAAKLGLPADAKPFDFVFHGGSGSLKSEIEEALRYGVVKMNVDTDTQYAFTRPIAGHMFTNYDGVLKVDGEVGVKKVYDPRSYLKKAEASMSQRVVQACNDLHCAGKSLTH
Starred values were filed as active, the others as inactive; i = inactive; · = no result given.

no.	canonical_smiles	FBA Mtb inh	Mtb UGM inh	BH1578 lux ind	BioA inh	GDH-TPI counter
1	CCn1c2ccc(F)cc2c2nnc(SCCN3CCCCC3)nc21	-5.1	0.8	-0.9	3.3	15.0
2	CN(C)c1cccc(C(=O)OCc2cc(=O)oc3cc(O)ccc23)c1	54.6*	3.3	i	-0.7	12.1
3	CN(CC(=O)Nc1ncn[nH]1)S(=O)(=O)c1cc(Cl)ccc1Cl	-1.5	-1.8	·	0.0	2.4
4	Cc1cc(/C=C2/NC(=O)N(Cc3ccccc3F)C2=O)c(C)n1-c1ccccn1	1.0	0.7	-0.4	·	13.6
5	CCOc1ccccc1NC(=O)c1nnn(CC(=O)Nc2ccc3c(c2)OCO3)c1N	-5.2	3.5	1.8	-1.8	5.7
6	C=CC[C@H](CC(=O)NCCO)C(=O)N[C@H](COC(=O)[C@@H](CC=C)CC(=O)OC(C)(C)C)Cc1ccccc1	4.1	-0.7	i	1.2	-3.1
7	N#C/C(=N\Nc1ccccc1)C(=N)N1CCOCC1	4.4	-2.0	i	·	23.8
8	Cc1nnc(SCC(=O)N2CCN(c3ccccc3)CC2)n1-c1ccccc1	1.6	0.1	i	·	-6.2
9	C=CCN(CC=C)Cc1cc(=O)oc2ccccc12	5.5	·	·	-0.5	·
10	CC(C)n1nc(Cc2cccc3ccccc23)c(C#N)c1N	4.8	0.2	-11.1	-0.5	2.6
11	c1ccc(-c2cnnc3ccccc23)cc1	-1.9	-1.5	0.4	-0.2	9.4
12	O=C(O)C1CCCCC1C(=O)Nc1ccc(S(=O)(=O)N2CCOCC2)cc1 (centres undefined)	0.8	·	0.9	0.1	11.8
13	COc1ccc(NC(=O)C2C3CCC(O3)C2C(=O)O)c(C)c1 (centres undefined)	-1.4	1.4	i	-0.3	3.0
14	C#CCOCCOCCOCCNc1nc(N2CCN(C(=O)[C@H](CCCCN)n3cc(CN)nn3)CC2)nc(N2CCN(C(=O)[C@H](CCC(=O)O)n3cc([C@@H](N)CCSC)nn3)CC2)n1	1.4	-7.1	1.9	0.2	-3.1
15	Cc1ccc(NC(=O)CCSc2nnc(-c3ccco3)o2)cc1	2.7	1.3	i	1.1	-0.9

no.	TcdB GH inh	Yp Topo-I inh	FadD28 binding	PfHsp40 yeast
1	0.5	-6.7	-2.7	-0.2
2	·	1.2	4.0	-0.1
3	-3.2	-3.8	1.8	-0.3
4	·	-2.7	1.1	-1.0
5	-0.1	26.0	-0.2	-0.1
6	1.9	22.7	-1.2	-0.5
7	2.2	3.2	-1.4	-0.8
8	·	-7.5	0.2	-0.6
9	0.6	·	-0.4	·
10	1.9	-0.7	-6.4	0.8
11	0.7	-1.8	-2.9	-2.1
12	1.6	-3.2	-1.7	2.2
13	-1.0	-10.7	-1.3	-1.6
14	1.0	-3.1	0.0	-0.4
15	·	-0.1	-1.3	-0.1

Carrying on.
no.	canonical_smiles	FBA Mtb inh	Mtb UGM inh	BH1578 lux ind	BioA inh	GDH-TPI counter
16	C/C(=N/OCO/N=C(/C)c1ccc(F)cc1)c1ccc(F)cc1	0.3	1.6	-0.3	-3.0	9.4
17	Cc1oc(-c2ccccc2F)nc1CS(=O)CC(=O)NCc1ccccc1 (centres undefined)	3.0	-1.3	8.3	·	-3.0
18	CCn1nc(C)cc1C(=O)Sc1cccc(Cl)c1	-3.6	-0.5	1.3	-0.1	-0.7
19	Cc1cc2c(cc1S(=O)(=O)NCc1ccc(N(C)C)cc1)OCC(=O)N2	1.8	-1.7	-0.4	-0.4	8.0
20	Clc1ccc(CNCCCSc2ncccn2)cc1Cl	-0.1	2.8	i	5.4	-9.4
21	COc1ccc2cc(C(c3nnnn3Cc3ccccc3)N3CCCCCC3)c(=O)[nH]c2c1 (centres undefined)	4.8	-0.3	-5.3	1.4	17.1
22	S=C1c2ccccc2CN1c1ccccc1	-0.8	1.2	i	1.1	6.6
23	Cc1ccc(-c2nc3ccccc3s2)cc1NC(=O)c1ccc2c(c1)OCO2	-0.2	0.4	-2.0	-1.1	18.5
24	COc1ccc(C)cc1NC(=O)c1ccc2c(c1)C(=O)N(Cc1ccncc1)C2=O	1.0	1.3	-0.6	3.9	-3.9
25	CCNC(=O)c1ccccc1-c1nc(-c2ccccc2)no1	0.0	2.5	-0.5	-0.6	-3.1
26	CCOC(=O)c1c(S(=O)(=O)N2CCCC(C(=O)Nc3cccc(C)n3)C2)c(C)n(C)c1C (centres undefined)	-2.7	0.0	1.1	-1.1	-3.5
27	COc1cccc(NC(=O)CSc2nnc(-c3cccs3)n2C)c1	0.9	-1.4	i	-1.4	0.6
28	Cc1cccc(CNC(=O)c2ccccc2NC(=O)C2=CSCCO2)c1	-0.9	3.6	-0.2	0.8	11.1
29	C=CCNC(=S)NNC(=O)c1cc(C)nc2ccccc12	-1.4	0.1	-0.3	·	-7.1
30	O=C(Cn1cnc2c(nnn2Cc2ccc(F)cc2)c1=O)Nc1ccccc1	-4.0	0.2	i	0.0	0.0

no.	TcdB GH inh	Yp Topo-I inh	FadD28 binding	PfHsp40 yeast
16	0.9	-9.4	0.2	0.1
17	0.6	-1.4	-3.5	-1.5
18	0.3	-3.4	-2.0	-1.3
19	-2.9	6.4	-0.6	1.6
20	0.5	8.1	-4.6	1.5
21	·	4.0	-2.0	-0.5
22	·	4.5	-1.3	-0.3
23	·	13.9	2.8	1.9
24	0.6	-1.3	-3.6	-0.5
25	-0.3	2.3	-0.3	-0.2
26	2.6	-2.9	-4.2	-0.9
27	·	8.3	-1.3	1.1
28	0.0	13.7	-0.7	0.7
29	·	2.7	-4.6	-0.3
30	1.6	0.3	-1.8	-0.7

(listing goes on)
no.	canonical_smiles	FBA Mtb inh	Mtb UGM inh	BH1578 lux ind	BioA inh	GDH-TPI counter
31	CC1(C)Cc2c(c(N3CCOCC3)nc3sc(-c4ccc(C(=O)O)o4)c(N)c23)CO1	68.6*	0.4	-0.4	2.0	36.9*
32	Cc1ccc(S(=O)(=O)N2C[C@H]3C(=O)C[C@@H](c4ccccc4)N(S(=O)(=O)c4ccc(C)cc4)[C@H]3C[C@H]2c2cccc(C)c2)cc1	5.3	·	·	-0.4	·
33	CC(C)(C)OC(=O)N1CCC(C(=O)N[C@@H](Cc2c[nH]c3ccccc23)C(=O)O)CC1	1.7	1.2	0.3	-0.8	1.7
34	COc1c2ccc(OCC/C(C)=C/C(=O)C=C(C)C)cc2nc2occc12	12.4	4.7	i	-3.5	23.3
35	Nc1ncc(-c2ccccc2)c(-c2ccc(O)cc2O)n1	-4.1	1.4	i	1.3	9.2
36	OCC1OCOC2C(CO)OCOC12 (centres undefined)	5.6	·	-0.3	-3.0	10.8
37	O=C(COC(=O)Cc1ccccc1F)Nc1ccc2c(c1)OCO2	-0.1	0.9	-0.2	·	19.5
38	O=C(Nc1ccc(Cl)cc1)N1CCSC1=NCc1ccccc1	1.5	-1.3	-0.6	·	2.4
39	CC1=C(C(=O)OCC2CCCO2)C(c2coc3ccc(C)cc3c2=O)C2=C(CCCC2=O)N1 (centres undefined)	4.1	-1.6	-0.3	-1.7	5.4
40	COc1cc(OC)c(C(=O)Nc2cc(S(=O)(=O)N3CCOCC3)ccc2N2CCN(C)CC2)cc1OC	1.4	·	i	1.4	11.1
41	CCCn1c(C(C)Nc2nc(-c3ccc(C)cc3)cs2)nc2cc(Cl)c(N3CCCCC3)cc21 (centres undefined)	1.8	1.0	-0.7	-0.6	10.3
42	CCOC(=O)c1cnc2c(c(C)nn2-c2ccc(C)cc2)c1Cl	-1.8	·	i	·	0.0
43	CN(c1ccccc1)S(=O)(=O)c1cccc(NC(=O)CCNC(=O)c2ccc(Cl)cc2)c1	0.4	0.2	-2.5	-0.8	2.8
44	Cc1ccc(S(=O)(=O)N(C)C)cc1NC(=O)c1sccc1Cl	-6.4	-0.1	i	·	1.1
45	O=C(O)CN1C(=O)/C(=C2\SC(=S)N(C(Cc3ccccc3)C(=O)O)C2=O)c2ccccc21 (centres undefined)	-19.6	5.2	i	-0.8	1.5

no.	TcdB GH inh	Yp Topo-I inh	FadD28 binding	PfHsp40 yeast
31	·	-4.1	0.3	0.7
32	2.6	·	0.1	·
33	1.0	-3.0	-4.3	-2.0
34	-5.1	-6.9	-2.3	-1.4
35	1.9	0.0	-2.3	0.8
36	0.2	1.0	-1.7	0.3
37	1.2	5.4	0.0	-0.5
38	1.1	-5.9	0.1	2.1
39	1.6	5.8	-1.3	1.2
40	-1.4	19.1	-1.7	0.7
41	-1.3	2.1	-2.4	-1.2
42	0.4	-0.3	-0.7	2.4
43	2.5	30.7	-1.8	2.9
44	-0.2	-12.8	-3.9	1.4
45	-2.9	-2.9	-0.5	-0.5

Continuation.
no.	canonical_smiles	FBA Mtb inh	Mtb UGM inh	BH1578 lux ind	BioA inh	GDH-TPI counter
46	COc1cccc(CN(C)C(=O)c2ccc(S(=O)(=O)Nc3cccc(C)c3C)cc2)c1OC	3.7	·	-3.3	-1.8	9.7
47	Cc1cccc(S(=O)(=O)Nc2ccncc2)c1	-0.8	-2.6	-0.4	-1.1	-8.6
48	C#CCOc1c(Cl)cc(/C=N/NC(N)=S)cc1OCC	0.8	0.5	-1.7	0.3	13.5
49	CCC1NC(=O)c2cc3ccccc3cc2-n2c1nc1cc(OC)c(OC)cc1c2=O (centres undefined)	-3.3	·	-0.4	3.3	9.3
50	Cc1cc(C)n(Cc2ccc(NC(=O)c3c([N+](=O)[O-])c(C)nn3C)cc2)n1	0.1	-2.3	i	·	1.9
51	CC(C)[C@H](NC(=O)C1CCCC1)c1nc2ccccc2[nH]1	-0.7	3.4	i	·	-3.8
52	C[C@]12CCC3C(CC[C@H]4CC(O)CC[C@]34C)C1CC/C2=N/NC(=O)c1ccncc1 (some centres undefined)	2.6	-2.5	i	·	-2.5
53	COc1ccc(C2OCC3(CO2)SC(=O)NC3=O)cc1OC (centres undefined)	-0.4	-1.7	-0.4	7.6	9.9
54	NS(=O)(=O)c1cccc(NS(=O)(=O)c2ccc(/C=C/C(=O)OCC(=O)c3ccccc3)cc2)c1	-2.8	1.0	i	-0.9	3.8
55	O=C(COc1ccccc1)Nc1c2c(nn1-c1ccccc1)CS(=O)(=O)C2	2.8	0.2	i	-0.5	1.0
56	COc1ccc(N2CCN(C(=O)c3c(-c4ccccc4)noc3C)CC2)cc1	-0.8	-0.3	-0.2	2.8	-9.1

no.	TcdB GH inh	Yp Topo-I inh	FadD28 binding	PfHsp40 yeast
46	2.0	-9.3	-1.0	·
47	1.0	6.8	0.9	-0.3
48	0.7	-2.9	-1.2	-1.4
49	0.9	33.1	-42.7	·
50	1.6	0.9	0.3	0.6
51	1.0	-5.6	-0.8	0.7
52	2.5	-4.8	-0.7	1.1
53	0.8	6.0	-1.9	-1.3
54	0.3	-0.4	10.4*	0.5
55	0.2	8.3	-0.4	-0.7
56	2.3	6.9	-2.6	-0.5

Entries above containing fluorine, in the order listed:
no.	canonical_smiles	FBA Mtb inh	Mtb UGM inh	BH1578 lux ind	BioA inh	GDH-TPI counter
1	CCn1c2ccc(F)cc2c2nnc(SCCN3CCCCC3)nc21	-5.1	0.8	-0.9	3.3	15.0
4	Cc1cc(/C=C2/NC(=O)N(Cc3ccccc3F)C2=O)c(C)n1-c1ccccn1	1.0	0.7	-0.4	·	13.6
16	C/C(=N/OCO/N=C(/C)c1ccc(F)cc1)c1ccc(F)cc1	0.3	1.6	-0.3	-3.0	9.4
17	Cc1oc(-c2ccccc2F)nc1CS(=O)CC(=O)NCc1ccccc1 (centres undefined)	3.0	-1.3	8.3	·	-3.0
30	O=C(Cn1cnc2c(nnn2Cc2ccc(F)cc2)c1=O)Nc1ccccc1	-4.0	0.2	i	0.0	0.0
37	O=C(COC(=O)Cc1ccccc1F)Nc1ccc2c(c1)OCO2	-0.1	0.9	-0.2	·	19.5

no.	TcdB GH inh	Yp Topo-I inh	FadD28 binding	PfHsp40 yeast
1	0.5	-6.7	-2.7	-0.2
4	·	-2.7	1.1	-1.0
16	0.9	-9.4	0.2	0.1
17	0.6	-1.4	-3.5	-1.5
30	1.6	0.3	-1.8	-0.7
37	1.2	5.4	0.0	-0.5
